GDH-TPI inh: GDH-TPI coupling enzyme inhibitors, primary screen, artefact control for M. tuberculosis FBA inhibitor project, biochemical, absorbance, full deck; GDH-TPI coupled enzyme counterscreen, NADH absorbance; inhibition, % at 4.8 µM; 1.2% of 360,000 active; AID 588335, 2011; in the data active means inhibition above about 30%;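 further: 0% = DMSO wells and 100% = wells lacking the enzyme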
FBA Mtb inh: Mtb FBA enzyme inhibitors, primary screen, biochemical, fluorescence, strain H37Rv; inhibition, % at 1 µM; Fructose-bisphosphate aldolase (Mycobacterium tuberculosis (strain ATCC 25618 / H37Rv)), …; purified M. tuberculosis FBA, fluorescence read-out; 2.3% of 360,000 active; in the data active means inhibition above about 27%;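 further: 0% = vehicle and 100% = reference inhibitor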
Mtb BioA inh: M. tuberculosis BioA enzyme inhibitors, primary screen, biochemical, plate reader, single point, HTS; purified M. tuberculosis BioA enzyme; inhibition, % at 9.99 µM; 0.096% of 360,000 active; in the data active means inhibition above about 40%; inconclusive means no clear call, values can overlap the other calls
TcdB inh: TcdB glycohydrolase inhibitors, primary screen, biochemical, single point, plate reader; AID 652162, 2013; 0.24% of 350,000 active; Toxin B (Clostridioides difficile), P18177; TcdB glycohydrolase enzymatic assay; inhibition, % at 9.99 µM; in the data active means inhibition above about 10%
Vc quorum ag: inducers of Vibrio cholerae quorum light production without autoinducers, primary screen, BH1578 luxS cqsA deficient, single point; V. cholerae BH1578 lux reporter, luminescence, 6 h; activation, % at 18.7 µM; 0.16% of 350,000 active; AID 588436, 2011; in the data active means activation mostly above about 9.7%, no sharp cut-off; inconclusive means no clear call, values can overlap the other calls; inactive means mostly below about 3.7%; further: not every result past the cut was called active; inactives centre near 0; reference of the scale not given here
UGM FP inh: M. tuberculosis UGM enzyme inhibitors, primary screen, biochemical, fluorescence polarization, single point | purified UGM, fluorescence polarization probe displacement | UDP-galactopyranose mutase (Mycobacterium tuberculosis (strain ATCC 25618 / H37Rv)), … | inhibition, % at 10 µM | AID 504406, 2011 | 0.06% of 320,000 active; in the data active means inhibition above about 10%, passing the limit was not always enough; inconclusive means no clear call, values can overlap the other calls
PfHsp40 rescue: rescue of yeast from PfHsp40 toxicity, primary screen, S. cerevisiae, ATP luminescence. S. cerevisiae expressing PfHsp40, growth rescue. growth rescue, % at 12.5 µM. 0.68% of 340,000 active. AID 504582, 2011; in the data active means growth rescue above about 28%, passing the limit was not always enough; inconclusive means no clear call, values can overlap the other calls;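 further: yeast W303a lacking pdr1 and pdr3 grown in galactose medium; growth measured after three days at 30 °C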
FadD28 FP inh: inhibitors of FadD28 bisubstrate probe binding, primary screen, biochemical, fluorescence polarization, single point. inhibition, % at 12.5 µM. Mycobacterium tuberculosis FadD28 fatty-acid-AMP ligase. 0.22% of 360,000 active; in the data active means inhibition above about 8.5%, passing the limit was not always enough; inconclusive means no clear call, values can overlap the other calls
Y pestis TopoI: Yersinia pestis topoisomerase I inhibitors, primary screen, biochemical, cleavage product accumulation, plate reader, single point; DNA topoisomerase I (Yersinia pestis CO92); Y. pestis Topo-I cleavage product accumulation; activity, % at 10 µM; 0.064% of 360,000 active; AID 504884, 2011; in the data active means activity above about 50%, passing the limit was not always enough; inconclusive means no clear call, values can overlap the other calls; further: inactives centre near 2
Active calls of the source: *; i = inactive; ? = inconclusive; / = no result given. The order is random; any-hit rate near 4.6%.

SMILES	GDH-TPI inh	FBA Mtb inh	Mtb BioA inh	TcdB inh	Vc quorum ag	UGM FP inh	PfHsp40 rescue	FadD28 FP inh	Y pestis TopoI
COc1cccc(CNCCNC(=O)c2ccco2)c1OC	0.0	-2.2	-2.2	/	-2.2	0.7	-0.2	-2.1	0.1
COc1ccc(S(=O)(=O)N2CCNCC2)cc1	11.1	2.9	7.9	-0.1	i	-1.6	-0.6	-1.8	-7.3
CC(C)(C)NC(=O)CN(C(=O)CCC(=O)Nc1nccs1)c1ccccc1F	0.9	18.6	-0.3	0.8	i	/	/	0.7	3.8
COc1cccc(-n2ccnc2SCC(=O)Nc2cc(OC)ccc2OC)c1	2.0	0.8	/	/	i	2.5	1.4	-0.8	-6.1
Cc1cccc(C(C#N)c2nc3ccccc3nc2C(F)(F)F)c1 (stereo unspecified)	12.0	-0.9	3.8	/	i	1.2	0.8	-1.0	25.1
Cc1cc(C(=O)COC(=O)c2ccc[nH]c2=O)c(C)n1C	10.4	0.1	-1.8	-1.6	-0.8	-1.8	11.4	-5.6	2.1
CCOC(=O)N1CCN(C(=O)c2cc3c(s2)-c2c(C)cccc2OC3)CC1	20.7	143.4*	-1.3	1.5	-7.1	2.3	0.9	0.2	38.5
Cc1cc(-c2ccccc2)nc(N/N=C/c2ccccc2F)n1	24.3	1.1	0.2	0.6	i	5.2	3.0	1.0	-6.9
COc1cccc(OCc2cc(C(=O)NCC3CCCCC3)no2)c1	1.7	1.2	-1.1	1.0	7.1	0.4	-0.1	-1.4	16.2
O[C@@H]1CN(Cc2cccs2)[C@@H](c2ccc(Cl)cc2)C[C@H]1n1cc(-c2ccc(F)cc2)nn1	13.4	5.5	-0.5	0.4	-0.4	/	/	-2.0	-2.9
O=S(=O)(NCc1ccccn1)c1cc(C(F)(F)F)ccc1Cl	-7.7	0.2	-1.4	0.5	0.7	1.7	-0.7	-3.0	0.6
COc1ccc(NC(=O)CC(C)NCCCN2CCCC2=O)cc1 (stereo unspecified)	0.0	-0.9	1.5	2.5	-0.3	-1.3	-1.0	0.0	-3.5
CCOC(=O)c1cc(-c2ccccc2)sc1NC(=O)C(C)Sc1nnnn1C (stereo unspecified)	2.7	0.6	0.1	/	-0.2	0.4	0.1	-0.8	-0.7
CC1(C)CC(=O)c2c(nc(SCC(=O)Nc3nsc(-c4ccccc4)n3)c(C#N)c2-c2ccccc2)C1	18.1	1.7	-1.1	/	-0.5	-1.8	-0.5	0.1	4.2
Cc1ccccc1NS(=O)(=O)c1ccc(C(=O)NCC(c2ccco2)N(C)C)cc1 (stereo unspecified)	-10.1	-0.6	0.1	2.6	i	3.7	0.3	-0.1	7.1
CCCC[N+](CC#Cc1ccccc1)(CCCC)CCCS(=O)(=O)[O-]	9.9	2.1	/	1.7	-0.6	-0.9	1.5	-1.7	4.5
COc1ccc(OCC(=O)NCCc2ccc(S(N)(=O)=O)cc2)cc1	4.8	-1.3	-1.6	/	i	-1.0	-0.9	-3.1	7.2
COc1ccccc1NC(=O)C(C)OC(=O)C1CCC(C(C)(C)C)CC1 (stereo unspecified)	8.6	-1.3	/	-1.7	-1.4	-2.9	2.6	-2.4	45.4
ON1C2CCCCC2N(O)C1c1c(F)c(F)c(F)c(F)c1F (stereo unspecified)	-10.4	1.4	/	/	-1.7	-1.7	0.6	-0.5	2.1
CCOC(=O)CSc1nc(C(C)C)nc2ccccc12	0.0	1.9	0.1	/	i	2.7	-0.5	-0.9	17.3
O=C(Nc1ccc(F)cc1Cl)c1ccc2c(=O)n3c(nc2c1)CCC3	4.3	0.5	-0.5	1.7	2.9	-0.4	0.7	-2.1	?
CCOc1ccc2nc(C)cc(C(=O)O)c2c1	12.0	87.0*	-0.4	1.8	-7.1	2.3	-0.5	0.3	0.7
O=C(Nc1cc(C(F)(F)F)ccc1N1CCOCC1)c1c(F)c(F)c(F)c(F)c1F	6.2	-5.7	-0.2	/	-5.0	1.5	-0.9	-1.1	-2.0
O=C(C[C@H]1C/C=C\CC[C@@H](Cc2ccc(F)cc2)C(=O)O[C@H](c2ccccc2)CNC1=O)N[C@H](CO)Cc1ccccc1	-1.8	0.5	-2.0	1.9	i	-1.2	-0.9	-1.6	38.8
Nc1c(-c2ccccc2)n[nH]c1-c1ccccc1	2.1	39.6*	0.1	/	i	1.3	3.3	-3.2	-9.3

Compound profiles, from the list above. Order of screens: GDH-TPI inh, FBA Mtb inh, Mtb BioA inh, TcdB inh, Vc quorum ag, UGM FP inh, PfHsp40 rescue, FadD28 FP inh, Y pestis TopoI
COc1ccc(OCC(=O)NCCc2ccc(S(N)(=O)=O)cc2)cc1 is listed as 4.8, -1.3, -1.6, /, i, -1.0, -0.9, -3.1, 7.2
COc1cccc(CNCCNC(=O)c2ccco2)c1OC is listed as 0.0, -2.2, -2.2, /, -2.2, 0.7, -0.2, -2.1, 0.1
CCOC(=O)CSc1nc(C(C)C)nc2ccccc12 is listed as 0.0, 1.9, 0.1, /, i, 2.7, -0.5, -0.9, 17.3
O=S(=O)(NCc1ccccn1)c1cc(C(F)(F)F)ccc1Cl is listed as -7.7, 0.2, -1.4, 0.5, 0.7, 1.7, -0.7, -3.0, 0.6
CC(C)(C)NC(=O)CN(C(=O)CCC(=O)Nc1nccs1)c1ccccc1F is listed as 0.9, 18.6, -0.3, 0.8, i, /, /, 0.7, 3.8

Next part
SMILES	GDH-TPI inh	FBA Mtb inh	Mtb BioA inh	TcdB inh	Vc quorum ag	UGM FP inh	PfHsp40 rescue	FadD28 FP inh	Y pestis TopoI
CCc1ccc(C(C)NC(=S)NCc2ccc(F)cc2)cc1 (stereo unspecified)	-1.0	1.3	1.1	0.7	i	-0.3	227.2*	-2.7	12.6
COc1ccc(N2C(=O)C(Cl)=C(Nc3ccccc3OC)C2=O)cc1	18.0	-3.3	1.7	/	-0.4	0.2	2.8	-3.0	19.2
CCC(C)C1Nc2ccc(C(=O)NCc3ccc4c(c3)OCO4)cc2NC1=O (stereo unspecified)	7.5	1.4	-1.8	1.9	-1.5	6.3	-0.3	-0.8	-1.5
COc1cc(CN(CC(C)C)S(=O)(=O)c2ccccc2Br)cc(OC)c1	-6.4	-3.5	1.1	0.2	i	/	2.0	-5.7	21.3
O=C(c1ccccc1F)N(Cc1ccccc1)C1CCS(=O)(=O)C1 (stereo unspecified)	6.9	6.9	0.7	/	i	-1.8	-1.3	-2.0	-3.4
Cc1ccc(NC(=O)CSc2nnc(Cn3c(=O)sc4ccccc43)n2C)cc1Cl	6.9	1.4	-6.1	0.7	i	-2.1	-1.1	-1.5	-11.0
COC(=O)CSC(=S)N1C(C)CCCC1C (stereo unspecified)	-1.9	0.8	/	-3.3	-0.7	-0.3	0.4	-0.4	4.2
Cc1cc(Nc2ccc(F)cc2C)n2nc(C)nc2n1	4.0	-2.0	2.1	-0.8	-0.7	0.3	-0.3	-19.7	5.2
CCCCN(C)C(=O)c1sc(=O)n(Cc2ccccc2C#N)c1C	2.4	1.5	1.7	1.4	i	/	/	-0.2	6.7
CNC(=S)NNC(=O)c1sccc1OCc1ccccc1	4.1	-0.3	0.5	/	i	1.4	0.0	0.7	-9.1
NC(=O)/C(=N\OC(=O)c1ccco1)c1nc(-c2ccc(Br)cc2)cs1	11.9	-2.7	6.6	/	-0.5	/	-1.1	-1.5	2.2
CC(=O)N1CCc2c(sc(NC(=O)C3CCN(S(=O)(=O)c4cccs4)CC3)c2C(N)=O)C1	6.7	10.2	-1.7	0.7	i	-0.6	-0.3	-3.0	20.8
CCCC(=O)N1CCC1(C)C(=O)NCc1ccc(SC)cc1 (stereo unspecified)	3.1	0.4	-0.5	-0.5	-0.2	/	/	-2.6	-0.7
COc1cccc(CSc2nc(N)cc(N)n2)c1	-0.4	1.9	-1.7	0.8	i	3.4	-0.7	-3.5	-9.2
O=C(Cc1c(F)cccc1Cl)OCN1C(=O)c2ccccc2C1=O	-0.7	-4.4	/	-1.0	-0.3	-1.3	-0.6	-2.7	0.4
CC(=O)COC(=O)C1CC(=O)N(c2ccc(C)c(C)c2)C1 (stereo unspecified)	-0.7	-2.0	/	0.7	-0.3	-4.7	-2.4	-3.2	-5.0
O=C(/C=C/c1cccs1)NCc1cccs1	8.1	1.9	-0.4	0.9	i	-1.0	/	-3.5	-2.3
O=C(COc1ccc(S(=O)(=O)NCc2ccccc2)cc1)NCc1cccnc1	0.8	4.2	-2.9	0.7	-0.3	/	-0.3	0.4	-1.5
Cc1ccc(C)c(N2CCN(CCCNC(=O)Cn3cccc3C(=O)c3ccccc3)CC2)c1	-0.3	-9.9	2.9	1.0	-0.9	-0.4	-0.3	-1.6	-6.9
COc1ccc(CNC(=O)c2cnc3scc(C)n3c2=O)cc1	29.1	11.6	1.7	2.0	-0.3	-2.7	-1.2	-6.7	7.1
CCc1nc2ccccc2n1CC(=O)Nc1cc(C)on1	1.6	8.9	0.5	0.8	-4.5	-2.5	0.0	-0.5	-0.9
CCCN1CN(Cc2ccccc2)CNC1=S	2.2	0.3	-0.7	/	-0.2	-1.9	3.2	0.3	1.2
CCN(C(=O)Cn1nc(C)c([N+](=O)[O-])c1C)c1c(N)n(Cc2ccccc2)c(=O)[nH]c1=O	2.1	-0.9	/	1.2	1.9	-1.1	0.5	-0.1	10.5
CC(C)C[C@@H]1CN=C(N)N1C[C@@H]1CCCN1C[C@H](C)N1C[C@@H](Cc2ccccc2)N(CCc2ccc(Cl)c(Cl)c2)C1=N	5.0	0.1	-0.2	/	i	3.1	-0.1	-5.9	-13.5
Cc1cccc(CCN2CCN=C2N(C)C)c1	-2.5	-0.4	0.2	0.7	0.0	-1.1	-1.4	-2.1	-11.3
(list continues)
SMILES	GDH-TPI inh	FBA Mtb inh	Mtb BioA inh	TcdB inh	Vc quorum ag	UGM FP inh	PfHsp40 rescue	FadD28 FP inh	Y pestis TopoI
Cc1ccc(C(=O)NNC(=O)c2cccnc2SCc2cccc([N+](=O)[O-])c2)cc1	9.6	-1.3	/	/	-0.6	1.6	0.3	-2.1	3.7
CCN1C(=O)/C(=C\N2CCN(c3ccccc3)CC2)SC1=S	-15.6	-3.3	3.9	/	-0.1	0.6	-2.2	-4.4	17.0
C(#CCN1CCOCC1)COCCCOC(c1ccccc1)c1ccccc1	-2.7	-0.4	0.4	/	2.9	2.4	-0.4	-2.8	27.9
O=C(C1CCOCC1)N1CCCC(N2CCN(c3cccc(Cl)c3)CC2)C1 (stereo unspecified)	-8.6	0.0	0.3	2.5	1.8	-5.3	-0.2	0.5	-0.1
CCOc1cc(C2C(C#N)=C(N)SC(N)=C2C#N)ccc1OCCN1CCOCC1	15.6	3.5	-0.2	/	-0.4	1.6	0.1	-3.6	9.0
Cn1cnnc1SCc1ccc(C#N)cc1	-2.2	6.0	-2.7	/	-0.5	0.2	0.0	-3.3	1.5
CCN(CC)S(=O)(=O)c1cc(NC(=O)c2ccccc2OCc2c(C)noc2C)ccc1C	-5.6	0.9	4.9	0.0	-1.1	/	0.4	-4.7	29.9
CC(O)(c1ccc(F)c(F)c1)c1nc(-c2ccc(Cl)cc2)cs1 (stereo unspecified)	11.5	6.0	0.3	0.4	-0.4	/	/	-1.5	-6.9
CC(=C/C(=O)O)/C(=C/c1ccccc1)C(=O)O	4.1	12.7	/	/	-0.2	-0.4	0.5	-0.4	1.1
COc1ccc(N=C2SC(CC(=O)Nc3ccccc3)C(=O)N2Cc2ccccn2)cc1 (stereo unspecified)	-6.6	2.3	/	0.7	i	-1.3	0.5	-5.5	11.6
COc1ccccc1NS(=O)(=O)c1cccc(C(=O)NCC(c2ccc(F)cc2)N2CCOCC2)c1 (stereo unspecified)	0.0	0.5	0.2	7.9	-2.3	3.3	-0.4	-2.5	15.8
